Bioassay records as filed in PubChem BioAssay.
NadD inh: inhibitors of S. aureus NadD, primary screen, biochemical, colorimetric, uHTS | Nicotinate-nucleotide adenylyltransferase NadD (Staphylococcus aureus N315) | purified NadD enzyme, colorimetric absorbance read-out | inhibition, % at 20 µM | actives 0.78% (n = 360,000); in the data active means inhibition above about 26%; further: some compounds past the cut are filed as inactive
DNMT1 inh: human DNMT1 methyltransferase inhibitors, primary screen, biochemical, molecular beacon, fluorescence, HinP1I cleavage, uHTS; DNA (cytosine-5)-methyltransferase 1 (Homo sapiens), P26358; inhibition (reported as % activation of signal), % at 10 µM; actives 0.83% (n = 360,000); in the data active means inhibition above about 50%
Target sequence (P26358 504-1616 limits assumed): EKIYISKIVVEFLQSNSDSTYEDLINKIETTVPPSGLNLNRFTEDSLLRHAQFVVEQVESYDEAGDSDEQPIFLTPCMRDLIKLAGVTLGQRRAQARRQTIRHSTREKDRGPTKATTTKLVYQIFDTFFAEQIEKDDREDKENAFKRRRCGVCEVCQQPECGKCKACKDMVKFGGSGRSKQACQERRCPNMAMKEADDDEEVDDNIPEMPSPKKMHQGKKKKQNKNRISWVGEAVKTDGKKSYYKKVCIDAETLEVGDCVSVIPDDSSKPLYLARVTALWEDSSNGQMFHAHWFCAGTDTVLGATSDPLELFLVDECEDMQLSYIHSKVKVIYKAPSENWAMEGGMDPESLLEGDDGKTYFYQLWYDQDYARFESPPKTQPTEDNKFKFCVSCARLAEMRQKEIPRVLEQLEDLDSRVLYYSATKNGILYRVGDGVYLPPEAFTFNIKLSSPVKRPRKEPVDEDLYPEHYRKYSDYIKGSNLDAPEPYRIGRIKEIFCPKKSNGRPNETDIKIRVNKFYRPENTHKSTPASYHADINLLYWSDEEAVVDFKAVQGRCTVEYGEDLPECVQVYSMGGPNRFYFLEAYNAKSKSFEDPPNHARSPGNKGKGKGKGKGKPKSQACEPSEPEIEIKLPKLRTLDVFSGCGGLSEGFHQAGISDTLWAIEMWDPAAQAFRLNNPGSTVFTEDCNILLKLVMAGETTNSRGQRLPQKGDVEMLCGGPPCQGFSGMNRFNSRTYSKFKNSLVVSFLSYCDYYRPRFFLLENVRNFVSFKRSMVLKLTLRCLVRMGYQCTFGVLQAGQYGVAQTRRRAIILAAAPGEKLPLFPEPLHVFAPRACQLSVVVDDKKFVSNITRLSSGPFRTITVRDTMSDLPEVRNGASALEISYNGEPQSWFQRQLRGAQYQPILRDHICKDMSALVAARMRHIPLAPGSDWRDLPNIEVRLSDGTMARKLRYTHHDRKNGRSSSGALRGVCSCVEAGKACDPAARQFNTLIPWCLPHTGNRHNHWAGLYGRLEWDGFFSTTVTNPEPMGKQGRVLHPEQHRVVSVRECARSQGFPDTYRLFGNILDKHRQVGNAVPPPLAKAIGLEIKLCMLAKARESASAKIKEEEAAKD
SUMO1-SIM PPI: modulators of SUMO1 protein-protein interactions, primary screen, biochemical, uHTS; inhibition, % at 20 µM; SUMO1 binding to a labelled peptide, TR-FRET, 1 h; actives 0.33% (n = 360,000); in the data active means inhibition above about 37%
LMPTP block: LMPTP phosphatase inhibitors, primary screen, biochemical, fluorescence intensity, uHTS; Low molecular weight phosphotyrosine protein phosphatase (Homo sapiens), P24666; inhibition, % at 20 µM; actives 0.22% (n = 360,000); recombinant LMPTP-A, OMFP fluorogenic substrate;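 active means compounds that cut the enzyme signal by at least half of the control window in the single-dose screen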;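 further: plate controls were DMSO wells with enzyme plus substrate for no effect and substrate without enzyme for full effect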
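Test system: LMPTP-A phosphatase enzyme; input: 0.625 nM LMPTP-A final; reagent: OMFP substrate, 400 µM final; compound dosing: 20 µM single dose, 3% DMSO; incubation: 50 min dark incubation at room temperature; measured by: endpoint fluorescence intensity from OMFP dephosphorylation; measure: % inhibition relative to no-enzyme and uninhibited control wells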
PABP1 MLLE inh: inhibitors of PABP1 MLLE–PAM2 peptide binding, primary screen, biochemical, fluorescence polarization, FITC-PAM2, GST-MLLE; Polyadenylate-binding protein 1 (Homo sapiens), P11940; inhibition, % at 20 µM; actives 0.36% (n = 360,000); in the data active means inhibition above about 35%, passing the limit was not always enough;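 further: plate controls were DMSO wells with GST-MLLE for no effect and wells lacking GST-MLLE protein for full effect; some results filed as inactive read as strong as hits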
STEP block: STEP phosphatase inhibitors, primary screen, biochemical, fluorescence intensity, uHTS; actives 0.25% (n = 360,000); inhibition, % at 20 µM; recombinant STEP, OMFP fluorogenic substrate; Tyrosine-protein phosphatase non-receptor type 5 (Homo sapiens), P54829;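 active means inhibition at 20 µM, scaled per plate between control wells, above about 37%, limit read from the data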;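 further: 0% = DMSO with enzyme and substrate and 100% = substrate only without enzyme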
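Also added – OMFP at 25 µM · Test system – STEP tyrosine phosphatase · Technique – FITC-channel fluorescence of OMFP product · Schedule – 20 min at room temperature, dark · Evaluation – control-normalized % inhibition with plate pattern correction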
Scp1 inh: Scp-1 phosphatase inhibitors, primary screen, biochemical, colorimetric, uHTS. Recombinant Scp1, phosphopeptide, malachite green phosphate absorbance. inhibition, % at 20 µM. actives 0.88% (n = 340,000);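 active means inhibition above about 50% at 20 µM, limit read from the data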;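 further: plate controls were DMSO wells with enzyme for no effect and wells lacking enzyme for full effect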
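System: truncated SCP-1 phosphatase (76-261aa); medium: Tris acetate buffer pH 5.5 with MgCl2 and Tween-20; incubation: 45 min room-temperature reaction, 5 min colour, 30 min stabiliser; compound: single 20 µM dose, 1% DMSO; reagent: Phosphorylated 17-residue peptide substrate; read-out: % inhibition at 20 µM; technique: colorimetric free-phosphate detection, absorbance 630 nm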
Rpn11 block: Rpn11 (PSMD14) deubiquitinase inhibitors, primary screen, biochemical, fluorescence polarization, uHTS; 26S proteasome non-ATPase regulatory subunit 14 (Homo sapiens), O00487; human 26S proteasome, Ub4-pepOG fluorescence polarization; 20S core pre-blocked with epoxomicin; calls only at 20 µM; actives 0.59% (n = 360,000); AID 588493, 2011;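 active means inhibition at 20 µM, scaled to each plate's controls, above about 33%, limit read from the data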
TbMetRS inhib: T. brucei MetRS inhibitors, primary screen, biochemical, luminescence; inhibition, % at 11.9 µM; purified T. brucei MetRS, ATP depletion, Kinase-Glo luminescence; actives 0.4% (n = 360,000);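 active means inhibition above a per-plate cutoff of the control wells' mean inhibition plus 3 SD, cut at about 5.5% in these data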;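 further: 0% = DMSO wells median and 100% = median of wells with control inhibitor compound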
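Material: parasite MetRS enzyme / Replication: singlicate, one well per compound / Signal: luminescence of leftover ATP / Schedule: 2 h aminoacylation at 25 °C after 15 min preincubation / Medium: HEPES-MgCl2-KCl buffer plus DTT, spermine, BSA, pyrophosphatase / Doses: 11.9 µM single point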
CSN deneddyl inh: inhibitors of CSN-mediated cullin deneddylation, primary screen, biochemical, fluorescence polarization, uHTS | Purified CSN, SCF-Nedd8-OG deneddylation | inhibition, % at 12.5 µM | actives 0.38% (n = 360,000) | AID 651999, 2013;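 active means pattern-corrected inhibition above about 35%, with an unprinted fluorescence ratio check between 0.5 and 1.5, limit read from the data, passing the limit was not always enough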;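 further: 0% = enzyme with substrate and 100% = substrate without enzyme; some results filed as inactive read as strong as hits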
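Assay system: purified human Csn5 enzyme expressed in HEK293T cells; Input: 0.24 nM Csn5 enzyme, final concentration; Reagent: 10 nM SCFSkp2-Nedd8OG; Compound dosing: 12.5 µM single point; Times: reaction 90 min, room temperature; Technique: fluorescence polarization readout.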
* marks the source's active call; other numbers are inactive results; i = inactive; x = not tested or not shown.

Letters: A = NadD inh; B = DNMT1 inh; C = SUMO1-SIM PPI; D = LMPTP block; E = PABP1 MLLE inh; F = STEP block; G = Scp1 inh; H = Rpn11 block; I = TbMetRS inhib; J = CSN deneddyl inh
1: N[C@@H](Cc1ccccc1)C(=O)N1CCC(C(=O)N[C@@H](CCC(=O)O)C(=O)O)CC1
  A = -4	B = -1	C = 0	D = -0.2	E = 0	F = -1	G = 5	H = i	I = -0.7	J = 1

2: Cc1ccc(/C=C2\C(=N)N3N=C(CC(=O)N4CCOCC4)SC3=NC2=O)o1
  A = 12	B = 13	C = -2	D = 2.1	E = -5	F = 4	G = 32	H = i	I = 0.3	J = 9

3: O=C(CSc1nnc(Nc2ccccc2)s1)NCc1cccs1
  A = -4	B = -2	C = -3	D = -0.6	E = -3	F = -2	G = -8	H = i	I = 0.8	J = -6

4: COC(=O)COc1ccc(S(=O)(=O)Nc2ccccc2SC)cc1
  A = -4	B = 79*	C = -1	D = -0.6	E = -1	F = -1	G = -28	H = i	I = 0.1	J = 0

5: O=Cc1cn(Cc2ccccc2)nc1-c1cccnc1
  A = -1	B = 2	C = 0	D = 0.0	E = -5	F = 0	G = -4	H = i	I = 0.1	J = 2

6: O=S(=O)(c1cccs1)N1CCN(c2ccnc3cc(Cl)ccc23)CC1
  A = 10	B = -3	C = -2	D = 7.8	E = 9	F = 0	G = 3	H = i	I = -0.3	J = 1

7: Cc1ccc(NC(=O)CCn2c(=O)[nH]c3ccsc3c2=O)cc1F
  A = 1	B = 0	C = -1	D = 1.2	E = 3	F = 0	G = -1	H = i	I = -0.4	J = -1

8: CC1CC(C)CN(C(=O)C(Cc2ccccc2)n2cccc2)C1 (stereo not drawn)
  A = -2	B = 3	C = 3	D = 0.4	E = 0	F = 2	G = -20	H = i	I = -0.2	J = -2

9: CC(=O)OCCN1C(=O)c2ccc(-c3nc4ccccc4c(=O)o3)cc2C1=O
  A = -3	B = 0	C = -29	D = -0.8	E = 4	F = -2	G = -9	H = i	I = -0.6	J = -2

10: CCOC(=O)Nc1cc(=O)c2ccccc2o1
  A = -2	B = 5	C = 6	D = -0.9	E = -8	F = -1	G = -1	H = i	I = 0.0	J = -1

11: NC(CCc1ccccc1)c1csc(Nc2nccc(C(F)(F)F)n2)n1 (stereo not drawn)
  A = 2	B = -3	C = -18	D = -1.7	E = -21	F = 3	G = x	H = i	I = -0.2	J = 6

12: Cc1cc(Br)cn2c(Cc3ccsc3)c(-c3cccc(Br)c3)nc12
  A = 22	B = x	C = -8	D = 3.1	E = x	F = x	G = x	H = x	I = -0.2	J = -5

13: COc1cccc2c1[C@@H]1CN(CCCCn3c(=O)[nH]c4c(sc5ncc(-c6ccccc6)nc54)c3=O)C[C@@H]1CO2
  A = 20	B = -11	C = -17	D = 67*	E = -2	F = 6	G = 14	H = i	I = -0.9	J = -7

14: COc1ccc(NC2CCCN(C(=O)c3ccc(OC)o3)C2)cc1 (stereo not drawn)
  A = 4	B = 1	C = -1	D = -1.0	E = -3	F = -3	G = 1	H = i	I = -0.2	J = -1

15: COc1ccccc1N1CCN(C2CCCN(C(=O)c3cccc(-c4ccco4)c3)C2)CC1 (stereo not drawn)
  A = 2	B = -1	C = 1	D = 1.6	E = 25	F = 2	G = 1	H = i	I = -0.1	J = 0

16: OC(COCc1ccco1)CN1CCN(C(c2ccccc2)c2ccccc2)CC1 (stereo not drawn)
  A = -8	B = 0	C = -4	D = -0.1	E = -7	F = 0	G = -5	H = i	I = -1.6	J = -3

17: O=C(CN1CCOCC1)Nc1ccc(Br)cn1
  A = -6	B = 1	C = -1	D = -2.8	E = 11	F = 4	G = -5	H = i	I = -0.2	J = 11

18: O=C(Nc1cc(Cl)ccc1Cl)c1noc2c1CCCC2
  A = 7	B = 4	C = 1	D = 0.4	E = 7	F = 2	G = -10	H = i	I = 0.0	J = -1

19: OCCC1CN(Cc2ccon2)CCN1CCc1ccccc1 (stereo not drawn)
  A = 0	B = 7	C = -1	D = 2.0	E = 8	F = -2	G = -9	H = i	I = -1.6	J = 2

20: Cc1ccnc(SCC(=O)NC2CCCCCC2)n1
  A = -2	B = -2	C = 2	D = -1.1	E = 0	F = 3	G = 1	H = i	I = -0.4	J = 0

21: Nc1ccc(SCc2nc3cccc4c3n2CCC4)cc1
  A = -6	B = -2	C = 3	D = 3.5	E = 5	F = -1	G = -14	H = i	I = -0.3	J = 1

22: CC(NC(=O)COC(=O)c1ccc(Br)o1)c1ccccc1 (stereo not drawn)
  A = -2	B = 0	C = 1	D = -0.8	E = 7	F = 0	G = 1	H = i	I = -0.4	J = 1

23: Cc1ccc(-c2cc(N)on2)cc1
  A = -1	B = 8	C = 6	D = 0.4	E = -5	F = -4	G = -4	H = i	I = 0.7	J = 0

24: O=C1Nc2ccccc2-n2nnnc2C1N1CCc2ccccc2C1 (stereo not drawn)
  A = x	B = x	C = 3	D = -1.0	E = x	F = x	G = x	H = x	I = -0.5	J = -2

25: CSc1nsc(N/N=C/c2ccccc2)c1C#N
  A = -5	B = 2	C = 19	D = 0.2	E = -19	F = -3	G = -8	H = i	I = 1.1	J = -1

Entries listed so far that contain a Cl atom (2):
Letters: A = NadD inh; B = DNMT1 inh; C = SUMO1-SIM PPI; D = LMPTP block; E = PABP1 MLLE inh; F = STEP block; G = Scp1 inh; H = Rpn11 block; I = TbMetRS inhib; J = CSN deneddyl inh
6: O=S(=O)(c1cccs1)N1CCN(c2ccnc3cc(Cl)ccc23)CC1
  A = 10	B = -3	C = -2	D = 7.8	E = 9	F = 0	G = 3	H = i	I = -0.3	J = 1

18: O=C(Nc1cc(Cl)ccc1Cl)c1noc2c1CCCC2
  A = 7	B = 4	C = 1	D = 0.4	E = 7	F = 2	G = -10	H = i	I = 0.0	J = -1

Next part
Letters: A = NadD inh; B = DNMT1 inh; C = SUMO1-SIM PPI; D = LMPTP block; E = PABP1 MLLE inh; F = STEP block; G = Scp1 inh; H = Rpn11 block; I = TbMetRS inhib; J = CSN deneddyl inh
26: Cc1c(C(=O)N(C)Cc2ccc(F)cc2)sc(=O)n1Cc1ccc(Cl)c(Cl)c1
  A = 3	B = -3	C = -2	D = 1.5	E = -24	F = 0	G = x	H = i	I = -0.6	J = -1

27: NC(c1ccccc1)c1csc(Nc2ccc(C(F)(F)F)cn2)n1 (stereo not drawn)
  A = -5	B = -8	C = -9	D = -2.4	E = 6	F = 4	G = x	H = i	I = -0.2	J = -2

28: CCc1ccc(C(=O)Cn2cnc3cc([N+](=O)[O-])ccc3c2=O)cc1
  A = 4	B = -4	C = -19	D = 0.4	E = -4	F = -3	G = -7	H = i	I = 0.2	J = -2

29: CSc1nc2ccc3nc(NC(=O)C4COc5ccccc5O4)sc3c2s1 (stereo not drawn)
  A = 8	B = -17	C = -4	D = 2.8	E = 10	F = -1	G = -6	H = i	I = -0.3	J = 8

30: CCOC(=O)Cc1csc(NC(=O)CN(C)S(=O)(=O)c2cccc3cccnc23)n1
  A = -2	B = -4	C = 10	D = -0.2	E = -9	F = 1	G = -9	H = i	I = -0.6	J = -2

31: O=C(NCCCNC(=O)c1cnccn1)c1cccc(F)c1
  A = -3	B = 2	C = -3	D = -1.4	E = -12	F = -3	G = -1	H = i	I = -0.1	J = -2

32: CCn1c(=S)sc2c(=O)n(CC(=O)Nc3ccc(C(C)=O)cc3)c(C)nc21
  A = 5	B = -3	C = 3	D = 1.5	E = 4	F = 2	G = -4	H = i	I = 0.0	J = -5

33: C[C@@H]1CN([C@@H](C)CO)C(=O)CCCn2nncc2CO[C@@H]1CN(C)S(=O)(=O)c1ccc2c(c1)OCCCO2
  A = -1	B = 0	C = 8	D = -0.2	E = 0	F = 0	G = x	H = i	I = -0.7	J = 4

34: CCCN1CNc2c(c(=O)[nH]c(=S)n2CCc2ccc(OC)c(OC)c2)C1
  A = -1	B = 0	C = 0	D = -1.6	E = -32	F = 1	G = 33	H = i	I = -1.6	J = 0

35: Cc1ccc(OCc2cc(C(=O)NCc3ccc(OC(F)(F)F)cc3)no2)cn1
  A = -1	B = 6	C = 5	D = 0.7	E = -14	F = -2	G = -3	H = i	I = 0.3	J = -5

36: Cn1nc(C(=O)NCCCN2CCCCC2)c2c1-c1ccccc1S(=O)(=O)C2
  A = -8	B = 3	C = -1	D = -1.0	E = -12	F = -3	G = -9	H = i	I = -0.3	J = 7

37: COc1ccc(Nc2c(-c3ccc(OC)cc3)nc3cnccn23)cc1
  A = -9	B = -1	C = -8	D = -2.1	E = 11	F = 2	G = 3	H = i	I = -0.5	J = -4

38: CN(C)S(=O)(=O)c1ccc(Cl)c(C(=O)Nc2nc3ccccc3[nH]2)c1
  A = -4	B = 1	C = 4	D = -0.1	E = -8	F = -5	G = -1	H = i	I = -0.3	J = 4

39: Fc1cccc2sc(N3CCCC3)nc12
  A = 0	B = 1	C = -2	D = -2.0	E = 24	F = -1	G = -17	H = i	I = -0.7	J = -1

Look-ups from the results shown:
`Fc1cccc2sc(N3CCCC3)nc12` in TbMetRS inhib shows -0.7
`CN(C)S(=O)(=O)c1ccc(Cl)c(C(=O)Nc2nc3ccccc3[nH]2)c1` in PABP1 MLLE inh shows -8
`Cc1ccc(OCc2cc(C(=O)NCc3ccc(OC(F)(F)F)cc3)no2)cn1` in NadD inh shows -1
`NC(c1ccccc1)c1csc(Nc2ccc(C(F)(F)F)cn2)n1` (stereo not drawn) in STEP block shows 4
